Source: PubChem (National Center for Advancing Translational Sciences (NCATS))
TDP43 rescue: inhibitors of TDP-43 toxicity in yeast. TDP-43 expressing yeast growth rescue, BacTiter-Glo, 24 h. Potency, µM (titrated, usually from 46.1 µM), without a hit: top-dose growth rescue (activation), usual class: activators. 1.8% of 410,000 active. AID 652104; note: % of control where 0% means no effect; nearly all actives have a fitted effect of over 50% in size
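Growth rescue of TDP-43-toxic yeast measured as ATP luminescence (BacTiter-Glo). Cells grown to mid-log in raffinose, induced in galactose at OD600=0.02, exposed to compound 24 hr at 30 deg C.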
SW480 rereplic: inducers of DNA re-replication in SW480 colon cancer cells. 1.8% of 340,000 active. SW480 DNA re-replication, Hoechst DNA content imaging, 48 h. AID 624297. Potency, µM (titrated, usually from 46.1 µM), for the others: at the highest dose re-replication activation, most hits filed as activators; note: % of control where 0% means no effect; nearly all actives have a fitted effect of over 55% in size
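Per well, 250 cells were exposed to pinned compound for 48 hr. Nuclear DNA was visualised with Hoechst (40 min, 37 C) and total object intensity recorded by fluorescence scanning.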
KB-3-1 tox: KB-3-1 parental cell cytotoxicity. KB-3-1 viability, CellTiter-Glo ATP luminescence, 72 h. Potency, µM (doses to about 46.1 µM), without a hit: top-dose activity change, negative = cytotoxic, usual class: cytotoxic. 1.4% of 400,000 active; note: % is set by controls: 0 for no effect and ±100 for the full control effect; nearly all actives have a fitted effect of over 60% in size
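Screening of KB-3-1 cells (DMEM, 10% FBS, phenol-red free) ran from lowest to highest compound concentration; after 72 h at 37 °C viability was read luminescently and curves fitted.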
HT1080NT lethal: kills 2HG-producing HT-1080-NT fibrosarcoma cells. HT-1080-NT fibrosarcoma viability, CellTiter-Glo ATP luminescence, 48 h. Potency, µM (series often up to 46.1 µM), inactives show top-dose activity, negative = less viability, usual class: cytotoxic. 1.6% of 360,000 active. AID 686970;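 note: NT is the 2HG producing partner of a matched IDH1 knockdown line; 0% = DMSO-treated cells and -100% = media-only wells without cells; nearly all actives have a fitted effect of over 55% in size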
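Toxicity toward the 2HG-producing NT line was scored as %Activity, normalised to DMSO and no-cell wells, from CellTiter-Glo luminescence after 48 hours' treatment.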
KB-V1 cytotox: KB-V1 MDR subline cytotoxicity; Potency, µM (titrated, usually from 46.1 µM), without a hit: at the top dose activity change, negative = cytotoxicity, actives largely listed as cytotoxic; KB-V1 MDR cells viability, CellTiter-Glo, 72 h; AID 1347076; 3.4% of 400,000 active; note: % is set by controls: 0 for no effect and ±100 for the full control effect; nearly all actives have a fitted effect of over 60% in size
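Cells of the MDR subline KB-V1 are plated, dosed with compound at multiple concentrations, and incubated 72 h at 37 degrees C; CellTiter-Glo is then added and luminescence read after 10 min.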
GLP1R inv ag: GLP-1 receptor (human) inverse agonism. 1.6% of 410,000 active. AID 624417. Potency, µM (series often up to 38.3 µM), without a hit: at the highest dose activity change, negative = inhibition, usual class: inhibitors. HEK293 GLP-1R CRE-luciferase, luminescence, 24 h; GLP-1R form is constitutively active. P43220; note: % is set by controls: 0 for no effect and ±100 for the full control effect; nearly all actives have a fitted effect of over 55% in size
Target sequence (P43220 whole entry, looked up): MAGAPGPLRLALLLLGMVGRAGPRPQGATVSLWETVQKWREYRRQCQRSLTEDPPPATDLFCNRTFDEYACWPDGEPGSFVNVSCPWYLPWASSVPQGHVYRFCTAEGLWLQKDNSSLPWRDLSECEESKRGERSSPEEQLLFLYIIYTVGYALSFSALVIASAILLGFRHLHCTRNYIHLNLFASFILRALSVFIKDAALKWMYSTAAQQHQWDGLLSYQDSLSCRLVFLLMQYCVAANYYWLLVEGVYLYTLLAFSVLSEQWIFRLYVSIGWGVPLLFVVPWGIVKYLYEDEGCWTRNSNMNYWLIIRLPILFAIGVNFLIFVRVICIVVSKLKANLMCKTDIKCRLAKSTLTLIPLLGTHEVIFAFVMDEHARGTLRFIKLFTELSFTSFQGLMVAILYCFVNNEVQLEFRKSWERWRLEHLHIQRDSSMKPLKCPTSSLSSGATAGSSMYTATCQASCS
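Luminescence readout: a drop in cAMP-driven luciferase signal flags inverse agonism at a constitutively active GLP-1R stably expressed in HEK293. Compound exposure lasted 24 hr at 37 deg C, 5% CO2.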
HEK293 tox: cytotoxicity counter-screen for GLP-1 receptor inverse agonists. 0.13% of 410,000 active. HEK293 cAMP-luciferase reporter cells, luminescence, 24 h. AID 624418. Potency, µM (doses to about 38.3 µM), without a hit: at the highest dose activity change, negative = inhibition, actives largely listed as inhibitors;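 note: loss of luciferase light is scored as toxicity; % is set by controls: 0 for no effect and ±100 for the full control effect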
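1536-well qHTS counterscreen of the MLSMR; 200 cells/uL, 12 h pre-incubation, 23 nL cpd, 24 h at 37 deg C 5% CO2, luciferase detection reagent, 12 min RT, luminescence. Inhibition = undesired.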
HT1080 IDH1KD tx: HT-1080 IDH1 knockdown cell toxicity (counter line). Potency, µM (series often up to 46.1 µM), without a hit: at the top dose activity, negative = toxicity, most hits filed as cytotoxic. 2% of 360,000 active. HT-1080 IDH1 knockdown viability, ATP luminescence, 48 h. AID 686971;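 note: 0% = DMSO wells and -100% = cell-free medium wells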
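After a 2 h attachment period, IDH1KD HT-1080 cells took pin-transferred compound for 48 h at 37 °C; ATP-based luminescence after 10 min room-temperature reagent incubation reported viability.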
GLP1R ag: GLP-1 receptor (human) agonism | HEK293 GLP-1R CRE-luciferase, luminescence, 4-6 h; cells express a hypersensitive GLP-1R form | Potency, µM (doses to about 45.6 µM), for inactives: at the highest dose activation, most hits filed as activators | 0.007% of 380,000 active | AID 624172; note: % of control where 0% means no effect
Active calls of the source: *; u = inconclusive; x = no result given; & = joins results of further samples; [ ] = remark or other dose. Calls come from the whole dose curve; as a rule, active = well fitted curve in the direction sought with a large enough effect; inconclusive = small, poorly fitted or top-dose-only effect, or another doubt; inactive = no such curve, though single readings can be large; an effect the other way counts as inactive or inconclusive. Potency is the fitted concentration of half-maximal effect.

SMILES	TDP43 rescue	SW480 rereplic	KB-3-1 tox	HT1080NT lethal	KB-V1 cytotox	GLP1R inv ag	HEK293 tox	HT1080 IDH1KD tx	GLP1R ag
COc1ccc2oc(C(=O)Nc3nnc(C)s3)c(C)c2c1	-3.0%	6.7%	-1.7%	9.1%	-2.7%	-18.0%	-14.2%	11.6%	-0.7%
Cc1ncc(C(=O)O)c(C(=O)O)c1N	-0.6%	-1.4%	-6.0%	0.5%	-5.6%	4.7%	18.4%	-0.5%	-2.4%
O=C(C1CCN(c2nnc(N3CCCC3=O)s2)CC1)N1CCN(c2cccc(C(F)(F)F)c2)CC1	9.5%	u	-20.0%	-11.2%	-8.4%	u	8.3%	-10.7%	-0.2%
Cc1ccc(C)n1NC(=O)c1ccc([N+](=O)[O-])cc1	17.9%	-0.8%	1.1%	0.8%	8.1%	-0.1%	6.5%	-6.6%	2.3%
CN=C(Nc1ccc(Cl)cc1)c1cccc(C(F)(F)F)c1	3.1%	-0.6%	-2.6%	-11.8%	-19.6%	u	-10.0%	-2.1%	0.1%
CCC1CCCCN1C(=O)NC(=O)c1ccccc1 (stereo not given)	22.6%	3.9%	-17.7%	0.0%	-10.5%	15.9%	-4.5%	13.4%	0.3%
CCn1c2ccccc2c2cc(NC(=O)COc3ccccc3OC)ccc21	0.0%	14.6µM*	4.61µM*	u	6.51µM*	u	4.4%[1.53 µM]	16.4µM*	0.8%
COC1CCN(C(=O)C2CCC(=O)N(C3CCCCCC3)C2)CC1 (stereo not given)	2.8%	-28.2%	15.7%	5.5%	8.1%	0.6%	-16.0%	2.2%	-1.4%
CC(=O)Nc1ccc(S(=O)(=O)N2CCN(C(=O)c3ncoc3-c3cccc(F)c3)CC2)cc1	-23.6%	-4.0%	-10.0%	-1.7%	-7.0%	8.7%	-0.7%	-19.0%	0.6%
CC(=O)Nc1ccc(Nc2ncc([N+](=O)[O-])c(Nc3ccc(NC(C)=O)cc3)n2)cc1	-1.7%	-5.9%[9.22 µM]	-14.0%	-0.9%	0.4%	46.7%[activator]	-13.2%	0.3%	1.6%
CCOC(=O)C1(CCOc2ccccc2)CCN(Cc2ccc(COC)o2)CC1	-7.8%[0.397 µM]	-4.1%	-3.9%	-5.7%	-24.6%	u	-3.1%	-7.8%	16.0%
COc1ccc(CNC(=O)c2sc(=O)n(Cc3ccccc3C)c2C)cc1	0.0%	x	2.4%	-11.0%	u	-3.4%	-1.3%	-14.3%	9.4%
CC(C)(C)NC(=O)C(c1ccccc1F)N(Cc1ccco1)C(=O)c1csnn1 (stereo not given)	10.3%	0.2%	2.9%	2.1%	-4.0%	-6.4%	3.5%	0.6%	-7.9%
Cc1ccc(C)c(-n2c(SCC(=O)N3CCCC3)nnc2-c2ccccn2)c1	-2.4%	-15.1%	4.6%	9.8%	-10.1%	12.5%	-2.8%	0.0%	-3.7%
COc1ccc(C(C(=O)NC2CCCC2)N(Cc2cccnc2)C(=O)Cc2cccs2)c(OC)c1 (stereo not given)	16.8%	-6.2%	-21.8%	7.9%	-25.6%	32.9%[activator]	-2.9%	0.9%	13.7%
COCc1ccc(CN2CCCC(CO)(Cc3cccc(OC)c3)C2)o1 (stereo not given)	-0.1%	u	0.0%	0.0%	u	-12.5%	3.3%	-5.3%	-1.6%
COc1ccc(C(=O)Nc2ccc(NC(=O)C(C)C)nc2)cc1	22.6%	-10.2%	20.1%	29.0%	-15.4%	1.6%	10.9%	u	-1.1%
CCN(CC)C(=O)Cn1c(=O)n(-c2ccccc2)c(=O)n1CC(=O)N(CC)CC	-3.7%	-6.2%	1.7%	3.7%	0.2%	-2.2%	-18.2%	15.4%	-4.8%
CCN(CC)C(=S)Nc1ccc(OC)cc1	13.1%	0.6%	1.8%	7.6%	-3.5%	2.0%	-16.4%	5.9%	0.4%
O=c1c2cc3c(cc2[nH]c(=S)n1CCN1CCOCC1)OCO3	3.8%	-21.6%	16.3%	0.1%	9.6%	5.1%	1.9%	5.6%	-6.7%
O=C1/C(=C/c2cccc(F)c2)CSc2sccc21	u	2.6%	-3.0%	-9.3%	-2.4%	u	19.7%	-11.0%	23.3%
Cc1cc(C)c2c(CN3CCCCC3C)cc(=O)oc2c1 (stereo not given)	-8.6%	-1.8%	4.2%	-5.4%	2.5%	u	17.9%	-11.6%	14.8%
O=C(c1ccc(-n2cncn2)c([N+](=O)[O-])c1)N1CCN(c2cccc(Cl)c2)CC1	-10.0%	1.8%	-24.4%	3.7%	-5.2%	u	-0.6%	-2.7%	2.0%
CCN(CC)C(=O)N1CCN(S(=O)(=O)c2ccccc2)CC1	12.5%	-135.9%[1.84 µM]	4.3%	-5.7%	11.5%	0.1%	15.4%	-3.2%	-6.5%

Part of the list above with just HT1080 IDH1KD tx:
Structure,HT1080 IDH1KD tx
CCN(CC)C(=O)N1CCN(S(=O)(=O)c2ccccc2)CC1,-3.2%
CCN(CC)C(=S)Nc1ccc(OC)cc1,5.9%
CCN(CC)C(=O)Cn1c(=O)n(-c2ccccc2)c(=O)n1CC(=O)N(CC)CC,15.4%
O=C1/C(=C/c2cccc(F)c2)CSc2sccc21,-11.0%

A second format for two compounds above.
Structure | TDP43 rescue | SW480 rereplic | KB-3-1 tox | HT1080NT lethal | KB-V1 cytotox | GLP1R inv ag | HEK293 tox | HT1080 IDH1KD tx | GLP1R ag
Cc1ccc(C)c(-n2c(SCC(=O)N3CCCC3)nnc2-c2ccccn2)c1 | -2.4% | -15.1% | 4.6% | 9.8% | -10.1% | 12.5% | -2.8% | 0.0% | -3.7%
COc1ccc(C(C(=O)NC2CCCC2)N(Cc2cccnc2)C(=O)Cc2cccs2)c(OC)c1 (stereo not given) | 16.8% | -6.2% | -21.8% | 7.9% | -25.6% | 32.9%[activator] | -2.9% | 0.9% | 13.7%

Remaining list, next part:
SMILES	TDP43 rescue	SW480 rereplic	KB-3-1 tox	HT1080NT lethal	KB-V1 cytotox	GLP1R inv ag	HEK293 tox	HT1080 IDH1KD tx	GLP1R ag
COc1ccc(OC)c(-c2cc(C(=O)NC3CCCC3)c3ccccc3n2)c1	2.8%	23.6%	x	-6.0%	x	-25.1%	-0.2%	-11.0%	-1.1%
COc1ccc(O)c(C(=O)CC(=O)c2ccccc2C)c1	-11.3%[0.397 µM]	20.6µM*	u	-2.4%	u	u	30.1%	u	11.1%
O=C(CCc1ccccc1Cl)N1CCN(S(=O)(=O)c2ccccc2)CC1	28.8%	-6.1%	-0.3%	7.2%	-1.3%	-28.9%	1.1%	1.8%	-6.8%
O=C(Nc1nc2ccccc2s1)c1cc2c(s1)-c1ccccc1OC2	10.7%	6.51µM*	-13.3%	4.6%	-4.1%	11.4%	15.6%	11.1%	-5.9%
O=C(CN1C(=O)COc2ccc(S(=O)(=O)N3CCCC3)cc21)N1CCN(c2ccc(F)cc2)CC1	-7.6%	x	2.6%	x	u	-15.1%	-8.1%	x	-2.7%
COc1cccc(NC(=O)C2CCCN2S(=O)(=O)c2ccc3c(c2)C(C)(C)C(=O)N3C)c1 (stereo not given)	7.7%&2.0%	-16.7%	0.7%&-14.4%	u	12.1%&-28.7%	8.8%&0.8%	0.1%&4.8%	6.4%	-1.8%
O=C1CCC(C(=O)Nc2cccc(Br)c2)N1 (stereo not given)	6.3%	-5.1%	20.7%	18.7%	6.9%	-2.4%	-9.5%	11.6%	-14.0%
C#CCn1c(=NC(=O)c2ccc(Br)s2)sc2cccc(OC)c21	23.8%	4.3%	-17.4%	u	-14.8%	1.8%	-3.5%	-21.8%	-0.4%
Cc1cc(C)c(C)c(S(=O)(=O)Nc2ccc(O)cc2)c1C	-0.1%	-3.4%	-22.0%	-27.1%	-17.3%	u	-5.8%	-27.3%	1.1%
CCOC(=O)c1c(C)[nH]c(C(=O)OCc2ccccc2F)c1C	-6.2%	x	-18.2%	-17.9%	u	u	-12.3%	-8.3%	20.9%
CC(NC(=O)C(=O)NN=C1CCCCCCC1)c1ccccc1 (stereo not given)	19.6%	-1.3%	13.5%	1.3%	-1.6%	-15.6%	-12.9%	-0.3%	-5.2%
CSc1ccc(CCNC(=O)C2CCCN(S(=O)(=O)N3CCOCC3)C2)cc1 (stereo not given)	8.3%	-20.6%	2.8%	7.7%	0.3%	1.8%	-27.5%	4.0%	-7.3%
Cc1ccccc1C(=O)NC1CCN(Cc2nnnn2Cc2ccc(F)cc2)CC1	-7.0%	-6.1%	1.3%	5.5%	20.6µM*	u	-14.6%	-1.9%	-2.9%
O=C(c1ccc(Cl)c(Cl)c1)N1CCC(=O)N(C(COCc2cccc(Cl)c2)Cc2ccccc2)CC1 (stereo not given)	1.2%	u	0.0%	u	-27.8%	3.98µM*	-17.4%	u	-5.0%
O=C(c1ccccc1)N(Cc1nc2ccccc2c(=O)[nH]1)C1CCCCC1	-14.8%	12.8%	-2.4%	-1.5%	1.7%	u	-12.0%	-9.2%	15.8%
COc1ccc(-c2cc(C(=O)Nc3c(C)n(C)n(-c4ccccc4)c3=O)c3ccccc3n2)c(OC)c1	-3.7%	2.6%	-0.8%	-1.3%	-34.2%	-8.0%	-3.1%	-2.4%	-0.3%
Cn1c(SCC#N)nnc1-c1cccnc1	-4.8%	-696.3%[inhibitor]	0.6%	u	-0.1%	0.5%	-0.6%	15.4%	0.8%
CCN(CC(=O)Nc1ccc(OC)cc1)C(=O)c1ccc2c(c1)NC(=O)C(C)S2 (stereo not given)	-17.8%	1.6%	-6.3%	-6.1%	u	-4.3%	u	-9.3%	3.1%
CCc1cc(C(=O)N2CCN(C(=O)c3ccco3)CC2)sc1C	28.0%	0.5%	u	11.8%	-3.9%	-5.2%	1.1%	2.2%	-0.1%
COCCn1c(SCC(=O)Nc2ccc3[nH]c(=O)[nH]c3c2)nc2ccccc2c1=O	-1.8%	-6.9%	2.3%	-17.4%	5.1%	59.8%[activator]	-7.1%	-8.7%	8.1%
O=C(COC(=O)c1ccccc1NCc1ccco1)Nc1ccc2c(c1)OCO2	16.5%	3.4%	15.8%	-18.3%	8.5%	-37.4%	-15.0%	-14.8%	-25.5%
